Bioassay records (PubChem BioAssay)
Mtb FBA inh = Mtb FBA enzyme inhibitors, primary screen, biochemical, fluorescence, strain H37Rv. 2.3% of 360,000 active. inhibition, % at 1 µM. purified M. tuberculosis FBA, fluorescence read-out. Fructose-bisphosphate aldolase (Mycobacterium tuberculosis (strain ATCC 25618 / H37Rv)), …; in the data active means inhibition above about 27%;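 further: 0% = vehicle and 100% = reference inhibitor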
Target sequence (P9WQA3 whole entry, looked up): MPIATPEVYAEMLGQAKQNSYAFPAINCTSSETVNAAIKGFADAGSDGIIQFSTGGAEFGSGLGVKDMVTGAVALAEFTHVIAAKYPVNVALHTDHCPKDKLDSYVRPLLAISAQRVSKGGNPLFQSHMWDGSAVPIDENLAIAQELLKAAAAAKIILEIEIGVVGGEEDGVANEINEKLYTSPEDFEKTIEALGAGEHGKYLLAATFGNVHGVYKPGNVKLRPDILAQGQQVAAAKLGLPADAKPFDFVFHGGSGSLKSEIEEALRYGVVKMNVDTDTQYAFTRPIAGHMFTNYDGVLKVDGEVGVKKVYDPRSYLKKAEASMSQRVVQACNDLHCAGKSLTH
Mtb BioA inh = M. tuberculosis BioA enzyme inhibitors, primary screen, biochemical, plate reader, single point, HTS. inhibition, % at 9.99 µM. purified M. tuberculosis BioA enzyme. AID 602481, 2012. 0.096% of 360,000 active; in the data active means inhibition above about 40%; inconclusive means no clear call, values can overlap the other calls
PrPC TRFRET = inhibitors of human cell surface prion protein PrPC, primary screen, cell-based, TR-FRET; inhibition, % at 13.8 µM; Major prion protein (Homo sapiens), P04156; 0.43% of 370,000 active; TR-FRET read-out; AID 720596, 2013; in the data active means inhibition above about 24%; further: 0% = median of the test wells and 100% = reference compound wells
BoNT F protease = BoNT/F light chain protease inhibitors, primary screen, biochemical, flow cytometry, MLPCN library; Botulinum neurotoxin type F light chain protease (Clostridium botulinum); Multiplex microsphere protease cleavage assay; inhibition, % at 10 µM; 0.22% of 360,000 active; in the data active means inhibition above about 35%, passing the limit was not always enough; inconclusive means no clear call, values can overlap the other calls; further: plate controls were buffer without enzyme for full effect and enzyme alone for no effect
CCHF vOTU inh = CCHFV vOTU protease inhibitors, primary screen, biochemical, Pep-AMC substrate, fluorescence; Crimean-Congo hemorrhagic fever virus L polyprotein viral ovarian tumor (vOTU) protease …; AID 651958, 2012; 0.55% of 370,000 active; inhibition, % at 11.5 µM; further: 0% = vehicle wells with enzyme and 100% = no enzyme wells
BoNT A protease = BoNT/A light chain protease inhibitors, primary screen, biochemical, flow cytometry, MLPCN library. AID 588499, 2011. inhibition, % at 10 µM. 0.17% of 360,000 active. multiplex microsphere protease substrate cleavage. Botulinum neurotoxin type A light chain protease (Clostridium botulinum A str. ATCC 3502); in the data active means inhibition above about 30%; inconclusive means no clear call, values can overlap the other calls; further: plate controls were buffer without enzyme for full effect and enzyme alone for no effect
GDH-TPI inh = GDH-TPI coupling enzyme inhibitors, primary screen, artefact control for M. tuberculosis FBA inhibitor project, biochemical, absorbance, full deck | GDH-TPI coupled enzyme counterscreen, NADH absorbance | inhibition, % at 4.8 µM | 1.2% of 360,000 active | AID 588335, 2011;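 further: 0% = DMSO wells and 100% = wells lacking the enzyme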
FadD28 binding = inhibitors of FadD28 bisubstrate probe binding, primary screen, biochemical, fluorescence polarization, single point | inhibition, % at 12.5 µM | AID 588549, 2011 | 0.22% of 360,000 active | Mycobacterium tuberculosis FadD28 fatty-acid-AMP ligase; in the data active means inhibition above about 8.5%, passing the limit was not always enough; inconclusive means no clear call, values can overlap the other calls
UGM FP inh = M. tuberculosis UGM enzyme inhibitors, primary screen, biochemical, fluorescence polarization, single point. AID 504406, 2011. inhibition, % at 10 µM. purified UGM, fluorescence polarization probe displacement. 0.06% of 320,000 active; in the data active means inhibition above about 10%, passing the limit was not always enough; inconclusive means no clear call, values can overlap the other calls
Target sequence (P9WIQ1 whole entry, looked up): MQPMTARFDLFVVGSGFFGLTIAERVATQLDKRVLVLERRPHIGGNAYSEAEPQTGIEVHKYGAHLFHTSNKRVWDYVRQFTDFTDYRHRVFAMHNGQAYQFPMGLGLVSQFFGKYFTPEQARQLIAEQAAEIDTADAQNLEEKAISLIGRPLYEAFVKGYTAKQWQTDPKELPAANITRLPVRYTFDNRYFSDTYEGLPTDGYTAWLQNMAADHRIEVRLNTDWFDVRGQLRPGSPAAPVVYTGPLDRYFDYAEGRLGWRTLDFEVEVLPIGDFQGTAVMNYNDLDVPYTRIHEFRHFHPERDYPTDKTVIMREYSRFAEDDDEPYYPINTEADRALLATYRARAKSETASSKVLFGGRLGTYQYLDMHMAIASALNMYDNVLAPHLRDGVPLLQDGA
Numbers without * were called inactive; ? = inconclusive; . = not tested or not shown. Unless noted, no stated cut-off is given here; in the data, active means inhibition above about 30%; inactive means the rest.

SMILES	Mtb FBA inh	Mtb BioA inh	PrPC TRFRET	BoNT F protease	CCHF vOTU inh	BoNT A protease	GDH-TPI inh	FadD28 binding	UGM FP inh
Cc1ccc(S(=O)(=O)Oc2ccc(C3C4=C(CCCC4=O)OC4=C3C(=O)CCC4)cc2)cc1	3.8	0.1	-4.5	10.2	15.7	0.7	12.8	-0.4	-1.7
CCCNC(=O)c1ccc(COc2ccc(Cl)cc2)o1	1.2	0.4	2.1	?	-6.8	1.8	11.8	-2.9	4.7
CCCCn1nnc(N(C(=O)c2cccs2)C(=O)c2cccs2)n1	4.1	-0.7	4.8	1.6	-4.2	0.0	-9.2	-3.3	.
O=C(CNC(=O)c1ccccc1)NCC(=O)OCC(=O)c1ccc(F)cc1	2.0	-0.6	4.1	6.6	-4.1	0.3	-1.1	-1.6	0.9
CC(C)C(NS(=O)(=O)c1ccccc1)C(=O)NC1CCCC1 (stereo not drawn)	4.9	-2.0	-2.9	-0.4	5.6	1.7	-3.7	0.5	-1.7
CC(C)(C)n1nnnc1C(c1ccncc1)N(Cc1ccccc1)Cc1ccco1 (stereo not drawn)	1.4	-0.1	-2.2	-1.8	1.7	0.1	0.4	-2.0	0.5
CC(=O)Nc1ccc(C(=O)N(C)c2ccccc2)cc1	0.6	0.3	4.5	-2.5	11.4	0.0	10.0	-0.4	0.9
O=C1C(=O)N(CCN2CCOCC2)C(c2cccnc2)/C1=C(/O)c1ccc(Cl)cc1 (stereo not drawn)	-7.9	-2.2	3.1	3.6	13.2	-0.2	1.9	-3.4	-0.7
Cc1ccnc(NS(=O)(=O)c2ccc(NS(=O)(=O)c3cc(Cl)ccc3Cl)cc2)n1	2.0	-1.9	1.3	-1.0	16.9	-0.2	6.1	-0.3	2.9
CC1(C)CC(=O)C(N=Nc2cccc([N+](=O)[O-])c2)=C(O)C1	-2.1	.	-6.1	-9.8	-2.3	-1.0	2.4	-0.2	0.8
Cc1cc(Cl)ccc1OCCCC(=O)NCCN1C(=O)S/C(=C\c2cccnc2)C1=O	-1.3	-1.0	2.4	-6.5	6.0	2.4	11.8	-3.5	4.9
CCOC(=O)N1CCC(N2C(=O)c3ccc(C(=O)NCc4ccco4)cc3C2=O)CC1	-1.4	-0.9	8.2	-40.1	6.1	-2.6	-0.7	-0.1	0.6
CC[C@@H](C)[C@@H]1CN([C@@H](C)CN2CCC[C@H]2CN2C(N)=NC[C@@H]2Cc2ccccc2)C(=N)N1CCCC1CCCC1	2.5	0.8	6.5	-25.6	18.2	0.1	17.4	-3.4	1.2
O=C(COc1ccccc1)c1cn(CC(=O)N2CCCC2)c2ccccc12	-3.6	0.9	10.7	-2.2	0.2	0.1	5.7	-0.6	1.4
CCCOc1ccc(C(O)CCNC(CC(=O)O)c2ccccc2)cc1 (stereo not drawn)	3.8	.	-2.3	-0.2	-2.7	-0.3	4.2	-2.4	0.7
COc1ccc([C@H]2C[C@H](O)[C@@H](n3cc(-c4ccc(F)cc4)nn3)CN2CC2CCCCC2)cc1	-1.4	-0.1	1.3	2.4	0.0	0.1	-3.3	-5.7	.
CC(=O)c1ccc(OC2(C)CCN(CCOc3ccc(C)cc3)C2)cc1 (stereo not drawn)	0.8	1.0	-7.2	-10.8	-6.2	-0.5	16.1	-1.7	.
O=C(Cn1nnc(-c2cccc(C(F)(F)F)c2)n1)N1CCCCCC1	5.0	2.5	7.6	?	18.0	-0.4	-0.4	-4.1	3.3
Oc1cccc2ccc(/C=C/c3ccccc3Cl)nc12	0.3	-1.6	-13.4	?	-3.0	-0.5	10.2	-2.6	1.7
Cc1nc2ccccc2c2oc(C(=O)NCCCN3CCCC3=O)cc12	5.5	1.9	3.9	-11.7	7.0	-0.8	13.9	1.5	-2.5
CC12CCC(C(=O)NCc3ccccc3Cl)(C(Br)C1=O)C2(C)C (stereo not drawn)	0.8	0.0	4.1	-0.7	-18.4	0.4	4.9	-1.3	-1.8
O=C(O)c1ccc(-c2nc(-c3ccc(Cl)c(Cl)c3)cs2)cc1	0.8	.	.	-13.2	.	-2.8	7.8	-4.2	1.2
COc1cc(/C=N/n2c(COc3ccccc3)n[nH]c2=S)cc(OC)c1OC(C)=O	-3.4	0.3	-10.1	-7.2	3.6	-2.0	-0.7	?	2.9
BrC(/C=N/N1CCN(Cc2ccccc2)CC1)=C/c1ccccc1	0.1	3.8	5.3	?	-7.8	-1.8	31.0*	0.5	0.4
COc1cccc(CN(C)CC(=O)Nc2ccccc2C(=O)Nc2ccccc2)c1OC	0.7	-0.7	4.9	-5.4	12.8	-0.4	3.1	-4.9	-5.3
CC(=O)c1ccc(NC(=O)CSc2ccc(-c3ccco3)nn2)cc1	3.1	0.9	-0.2	6.3	-3.7	-0.5	4.2	-4.2	1.5
COc1ccc(-n2nc3c(c2NC(=O)c2c(-c4ccccc4Cl)noc2C)CS(=O)(=O)C3)cc1	4.6	1.5	-1.7	-1.2	-7.5	-0.1	-3.0	-2.7	-1.8
C=CCNC(=O)c1ccc(Cl)cc1Cl	-3.7	-1.1	2.7	-13.3	0.5	-0.7	2.2	-0.2	-0.4
CN(C)c1ncnc2c1ncn2[C@H]1CN(Cc2ccco2)C[C@@H](CO)O1	-2.1	-0.1	-4.3	-1.8	5.2	-0.5	9.6	-2.2	.
O=C(O)c1ccc(S(=O)(=O)c2ccccc2)cc1	3.5	0.1	0.2	4.9	-9.5	0.7	-1.0	0.8	-0.1
CC1CCN(CC(O)CN2c3ccccc3Sc3ccccc32)CC1 (stereo not drawn)	-1.5	-2.0	.	7.0	.	6.0	-2.1	-2.1	0.8
Cc1nn(C)c(C)c1S(=O)(=O)N1CCCC(C(=O)N2CCN(c3ccccc3)CC2)C1 (stereo not drawn)	-1.1	-1.7	-1.7	2.9	0.6	0.5	0.5	0.0	-3.0
COC(=O)C(O)(c1ccc(N(C)S(=O)(=O)c2ccccc2)cc1)C(F)(F)F (stereo not drawn)	2.4	1.6	6.8	-0.8	5.3	-0.7	4.3	-5.9	-0.3
O=C(CN1CCCC1)N1c2ccccc2Sc2ccc(C(F)(F)F)cc21	-0.7	2.5	-1.0	-3.4	6.4	0.1	0.8	-1.3	1.1
CNC(=S)N/N=C(\C)c1ccc2c(c1)OCCO2	-9.7	-0.6	5.5	-6.2	2.7	-0.6	1.1	-3.1	0.7
CN(C(=O)COC(=O)/C=C/c1cccc([N+](=O)[O-])c1)C1CCS(=O)(=O)C1 (stereo not drawn)	5.3	-2.7	-9.7	4.6	-8.0	-0.9	7.2	-1.4	-3.4
Nc1nc(SCc2cccnc2)c2ncn(C3OC(CO)C(O)C3O)c2n1 (stereo not drawn)	0.1	7.4	0.3	-7.5	-0.7	-0.1	6.8	-1.1	.
O=C(CCC(=O)N1CCN(S(=O)(=O)c2ccc(Cl)cc2)CC1)Nc1cccc(Br)c1	0.5	0.4	-6.5	-9.9	-17.0	-2.3	9.0	-2.1	-0.9
CC(C)(C)S(=O)N1Cc2cc(C(=O)NCCCN3CCOCC3)nc(-c3cccc(-c4cc5ccccc5o4)c3)c2[C@@H]1CCO (stereo partly drawn)	0.5	-1.3	4.0	-17.2	-0.7	-0.6	.	-7.1	.
CCOC(=O)C1CC2CC(C1)CN(C(=O)C1CCCCC1)C2 (stereo not drawn)	-1.0	.	-0.8	-5.9	3.8	-1.0	-3.2	0.3	-0.8
COc1cc(OC)cc(C(=O)OCc2ccc([N+](=O)[O-])cc2)c1	-0.9	.	2.6	-6.5	-5.5	-0.5	10.2	-0.5	5.9
N#CC1=C(N)Oc2ccc3ccccc3c2C1c1cccnc1 (stereo not drawn)	-1.4	.	13.0	1.6	9.8	-0.3	-6.1	-10.2	.
COc1ccc(C(=O)NC(=S)N2CCCc3ccccc32)cc1OC	1.4	2.2	1.9	-11.7	9.9	19.0	11.9	-3.4	-1.0
O=C(NCc1ccccn1)C(=O)Nc1ccccc1	6.2	-2.2	0.1	4.1	11.8	-0.8	-7.5	-0.5	-2.1
COc1ccc(/C=N\n2nnc3ccccc32)cc1	7.8	-0.1	3.9	-22.8	12.8	0.3	50.6*	-0.2	0.1
Nc1ccc2nc(CCCCCCc3nc4ccc(N)cc4[nH]3)[nH]c2c1	7.4	-2.6	1.5	-49.7	12.1	-0.4	4.7	-3.6	1.6
CCOc1ccc(NC(=O)CC2C(=O)N(c3ccc(OC)cc3)C(=O)N2CCc2ccc(OC)c(OC)c2)cc1 (stereo not drawn)	-0.2	-0.9	-7.8	-8.8	-4.0	1.1	7.4	-2.6	0.1
COc1ccc(-c2noc(-c3ccoc3C)n2)cc1	1.7	.	1.2	-2.6	13.8	-0.3	3.8	-1.9	-2.6
C[C@@H](C(=O)Nc1ccc2c(c1)OCO2)n1c(=O)[nH]c2ccccc2c1=O	-1.0	-7.3	5.2	-6.9	1.3	-0.6	-1.9	-0.6	-0.6
CCOC(=O)c1cc2ccccc2n1C1CCN(C)CC1	.	.	-11.8	-7.8	2.9	-0.9	.	.	.

One compound at a time, from the list above. Order of values: Mtb FBA inh | Mtb BioA inh | PrPC TRFRET | BoNT F protease | CCHF vOTU inh | BoNT A protease | GDH-TPI inh | FadD28 binding | UGM FP inh
`CCCOc1ccc(C(O)CCNC(CC(=O)O)c2ccccc2)cc1` (stereo not drawn) in the list: 3.8 | . | -2.3 | -0.2 | -2.7 | -0.3 | 4.2 | -2.4 | 0.7
`CN(C(=O)COC(=O)/C=C/c1cccc([N+](=O)[O-])c1)C1CCS(=O)(=O)C1` (stereo not drawn) in the list: 5.3 | -2.7 | -9.7 | 4.6 | -8.0 | -0.9 | 7.2 | -1.4 | -3.4
`COc1cc(OC)cc(C(=O)OCc2ccc([N+](=O)[O-])cc2)c1` in the list: -0.9 | . | 2.6 | -6.5 | -5.5 | -0.5 | 10.2 | -0.5 | 5.9
`O=C(CNC(=O)c1ccccc1)NCC(=O)OCC(=O)c1ccc(F)cc1` in the list: 2.0 | -0.6 | 4.1 | 6.6 | -4.1 | 0.3 | -1.1 | -1.6 | 0.9

Following part:
SMILES	Mtb FBA inh	Mtb BioA inh	PrPC TRFRET	BoNT F protease	CCHF vOTU inh	BoNT A protease	GDH-TPI inh	FadD28 binding	UGM FP inh
CN(C)S(=O)(=O)Nc1ccc(Br)cc1F	1.4	-2.7	0.9	-6.2	10.7	-0.5	3.7	-0.2	-2.3
CN(CC1COCCO1)c1nc2nonc2nc1N1CCSCC1 (stereo not drawn)	0.7	.	-5.2	0.2	14.7	-0.7	16.6	-0.6	1.5
O=C(/C=C/c1ccco1)NCc1ccc2c(c1)OCO2	-7.9	-1.3	-6.6	-6.2	-4.8	0.0	6.1	-3.6	-4.5
CC(=O)Nc1ccc(S(=O)(=O)NCc2ccc(C(=O)NCc3ccc(Cl)cc3)cc2)cc1	0.2	-2.5	3.9	1.4	3.8	1.9	2.8	-1.1	2.0
N#Cc1ccccc1NC(=O)Nc1ccccc1	49.6*	.	-16.2	-7.0	-43.5	0.4	-3.4	-1.5	-1.5
O=S(=O)(N/N=C1/CC(c2ccccc2)Oc2ccccc21)c1ccccc1 (stereo not drawn)	-3.8	.	-0.9	-7.8	1.8	-0.1	12.3	-2.5	.
CC(C)CN1C(=O)NC(NC(=O)c2cccs2)(C(F)(F)F)C1=O (stereo not drawn)	-0.6	-3.9	3.9	0.0	-5.5	?	5.8	-1.2	0.5

Structures shown so far with a cyano group:
SMILES	Mtb FBA inh	Mtb BioA inh	PrPC TRFRET	BoNT F protease	CCHF vOTU inh	BoNT A protease	GDH-TPI inh	FadD28 binding	UGM FP inh
N#CC1=C(N)Oc2ccc3ccccc3c2C1c1cccnc1 (stereo not drawn)	-1.4	.	13.0	1.6	9.8	-0.3	-6.1	-10.2	.
N#Cc1ccccc1NC(=O)Nc1ccccc1	49.6*	.	-16.2	-7.0	-43.5	0.4	-3.4	-1.5	-1.5

An unsorted share of the library, and some 4.8% of all compounds hit somewhere here.
